TSHR antag – Antagonists of the Thyroid Stimulating Hormone Receptor: HTS campaign; AID 504810, 2011; TSHR-expressing cells, TSH-stimulated cAMP HTRF, 2 h; active compounds read low; 0.2% of 330,000 active; activity change, negative = inhibition, % at 11.5 µM;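 active = activity change below a set negative limit, meaning inhibition stronger than a set level, cut at about -70% in these data; inconclusive = activity change between two set negative limits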; note: % is set by controls: 0 for no effect and ±100 for the full control effect
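Read-out is FRET at 665 nm (cryptate excitation 337 nm) from a cryptate-tagged anti-cAMP antibody, competed by cell cAMP against cAMP-d2. Compounds are tested on freshly harvested TSHR cells challenged with 4nM TSH (EC80) for 2 hours at 37 deg C.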
ELG1 DNA repair – qHTS screen for small molecules that inhibit ELG1-dependent DNA repair in human embryonic kidney (HEK293T) cells expressing luciferase-tagged ELG1 | HEK293T ELG1-luciferase reporter, luminescence, 16 h; DNA damage induced by 5-fluorouridine | Potency, µM (top dose mostly 46.1 µM), without a hit: at the highest dose activity change, negative = inhibition, usual class: inhibitors | 2.3% of 330,000 active; note: potency is the fitted concentration of half-maximal effect; % is set by controls: 0 for no effect and ±100 for the full control effect; nearly all actives have a fitted effect of over 55% in size
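Quantitative HTS, concentration-response format. 2,000 cells/well co-treated with 5-fluorouridine and compound, 16 hr in 5% CO2 at 37 °C; ONE-Glo luminescence read after 30 min.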
BCR signal inh – qHTS Assay to Find Inhibitors of Chronic Active B-Cell Receptor Signaling; 0.05% of 340,000 active; Potency, µM (top dose mostly 46.1 µM), inactives show at the top dose ratio change, negative = lower green/red ratio, hits mostly inhibitors; ABC-DLBCL IkBa-CBG/CBR reporter, luminescence ratio, 4 h; active = well fitted inhibition curve with a large enough effect in the signal ratio, with a control signal flat, not every such curve was filed as active; inconclusive = small, poorly fitted or top-dose-only effect, or effect the other way, or a change in a side signal; the % refers to the signal ratio;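 note: potency is the fitted concentration of half-maximal effect; plate controls were basal doxycycline-induced cells for no effect and cells given 10 µM MG132 for full effect; MG132 reads +100%, hits lower the ratio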
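TMD8 ABC-DLBCL cells carrying doxycycline-inducible green luciferase fused to IkappaBalpha plus unfused red luciferase were exposed to compounds (up to 46 uM) for 4 hrs at 37C. Activity came from the overlap-corrected green/red luminescence ratio.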
TSG101-PTAP inh – qHTS Assay for Iinhibitors of HIV-1 Budding by Blocking the Interaction of PTAP/TSG101; Fluorescence polarization, FITC-PTAP peptide / Tsg101 binding; Potency, µM (highest dose often 115 µM), for inactives: at the top dose activity change, negative = inhibition, usual class: inhibitors; Tumor susceptibility gene 101 protein (Homo sapiens), Q99816; 340,000 tested, under 10 active; active = well fitted inhibition curve with a large enough effect in the main read-out, with a control signal flat, not every such curve was filed as active; inconclusive = small, poorly fitted or top-dose-only effect, or effect the other way, or a change in a side signal; inactive = no such curve, though single readings can be large or run the other way; note: potency is the fitted concentration of half-maximal effect; % of control where 0% means no effect
Target sequence (Q99816 whole entry, looked up): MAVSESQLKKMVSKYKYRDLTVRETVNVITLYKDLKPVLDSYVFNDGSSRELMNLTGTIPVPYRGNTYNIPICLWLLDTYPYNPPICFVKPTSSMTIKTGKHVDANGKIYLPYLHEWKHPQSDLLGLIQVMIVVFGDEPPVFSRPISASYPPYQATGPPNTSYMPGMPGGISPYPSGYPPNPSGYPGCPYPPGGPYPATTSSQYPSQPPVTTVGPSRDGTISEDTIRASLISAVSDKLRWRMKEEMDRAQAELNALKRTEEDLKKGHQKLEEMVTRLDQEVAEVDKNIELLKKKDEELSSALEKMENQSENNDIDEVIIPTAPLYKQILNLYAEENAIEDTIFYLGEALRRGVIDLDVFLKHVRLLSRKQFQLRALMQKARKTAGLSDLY
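Steps: Tsg101 binding domain dispensed (10 uM final), compounds pinned in DMSO, FITC-labeled PTAP-motif peptide added (50 nM final); after 20 min binding at room temperature, polarization measured.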
Eya2 phos inh – qHTS Assay for Inhibitors of the Phosphatase Activity of Eya2; Protein phosphatase EYA2 (Homo sapiens), O00167; recombinant Eya2, OMFP fluorescence dephosphorylation (OMFP is methylfluorescein phosphate); Potency, µM (highest dose often 76.9 µM), for the others: at the top dose activity, negative = inhibition, most hits filed as inhibitors; 0.006% of 330,000 active; AID 488837, 2010; note: potency is the fitted concentration of half-maximal effect; % is set by controls: 0 for no effect and ±100 for the full control effect
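Eya2 protein (added as 0.2 uM solution) was preincubated with compound for 10 min at ambient temperature in 50 mM HEPES pH 7.5, 50 mM NaCl, 5 uM MgCl2, 0.05% BSA, 1 mM DTT. OMFP (added at 50 uM) then reacted 10 min; fluorescence read at 485/525 nm.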
uPA surface inh – qHTS for Inhibitors of Cell Surface uPA Generation; cell surface uPA generation assay, qHTS; Potency, µM (series often up to 38.3 µM), for inactives: at the top dose activity change, negative = inhibition, actives largely listed as inhibitors; 0.31% of 330,000 active; active = well fitted inhibition curve with a large enough effect; inconclusive = small, poorly fitted or top-dose-only effect; inactive = no such curve, though single readings can be large or run the other way; tested in mouse RAW 264.7 cells; note: potency is the fitted concentration of half-maximal effect; % is set by controls: 0 for no effect and ±100 for the full control effect; nearly all actives have a fitted effect of over 55% in size
TCR activator – Activators of T cell receptors: qHTS campaign; primary human leukocytes, anti-CD3, IL-2 HTRF, 48 h; AID 504894, 2011; Potency, µM (series often up to 9.22 µM), for inactives: at the highest dose activation of IL-2 secretion, actives largely listed as activators; 330,000 tested, under 10 active; note: % of control where 0% means no effect
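IL-2 release read by HTRF sandwich (Eu cryptate donor, d2 acceptor, 665 nm emission) after 48 hr exposure of primary human leukocytes to compound together with anti-CD3 beads in the absence of co-stimulatory signals.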
Mito fusion yeast – qHTS Assay for Small Molecule Inhibitors of Mitochondrial Division or Activators of Mitochondrial Fusion; S. cerevisiae fusion-defective mutant growth rescue, CellTiterGlo 48 h; 0.23% of 320,000 active; Potency, µM (doses to about 46.1 µM), for inactives: at the top dose growth rescue (activation), most hits filed as activators;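 note: potency is the fitted concentration of half-maximal effect; % of control where 0% means no effect; nearly all actives have a fitted effect of over 45% in size; temperature-sensitive fusion mutants such as fzo1-1 at 37 °C on non-fermentable ethanol glycerol medium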
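Compounds are tested for their ability to restore growth of mitochondrial fusion-defective yeast strains at non-permissive 37C in YPEG medium over 48 hours. Viability is quantified by luciferase luminescence.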
USP2a inh – qHTS Assay for Inhibitors of Ubiquitin-specific Protease USP2a Using CHOP2 as the Reporter | 0.01% of 330,000 active | USP2 core, Ub-CHOP2 coupled fluorogenic reporter, 485/531 | Potency, µM (titrated, usually from 38.3 µM), inactives show top-dose activity change, negative = inhibition, usual class: inhibitors;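 note: potency is the fitted concentration of half-maximal effect; plate controls were DMSO wells for no effect and full inhibition by NEM control for full effect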
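USP2 core (10nM final) preincubated 30min RT with compound in 20mM Tris-HCl pH 8.0, 2mM CaCl2, 2mM beta-mercaptoethanol, 0.05% CHAPS; 25nM Ub-CHOP2 plus 25nM reporter substrate added, fluorescence (Ex485/Em531) read after 60min.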
Tb PFK block – qHTS Assay to Find Inhibitors of T. brucei phosphofructokinase; ATP-dependent 6-phosphofructokinase (Trypanosoma brucei brucei), O15648; Potency, µM (highest dose often 57.5 µM), inactives show at the top dose activity, negative = inhibition, hits mostly inhibitors; T. brucei PFK, ADP-Glo luminescence; AID 485367, 2010; 0.17% of 330,000 active;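 note: potency is the fitted concentration of half-maximal effect; 0% = uninhibited 1x PFK enzyme wells and -100% = no-enzyme wells; nearly all actives have a fitted effect of over 60% in size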
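ADP-Glo luminescence quantified ADP after 45 min at room temperature, with 1.25 nM T. brucei PFK, 0.1 mM ATP and 0.5 mM fructose-6-phosphate in pH 8.0 TEA buffer. qHTS titrations up to 57 µM; curves classified by quality.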
B2AR arrestin – qHTS assay of beta-arrestin-biased ligands of beta2-adrenergic receptor; 0.02% of 330,000 active; Beta-2 adrenergic receptor (Homo sapiens), P07550; beta-arrestin recruitment to beta2AR, cell-based reporter; Potency, µM (top dose mostly 46.1 µM), for inactives: top-dose activation, hits mostly activators;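 note: potency is the fitted concentration of half-maximal effect; 0% = DMSO controls and full agonism = EC100 isoproterenol or metaproterenol; nearly all actives have a fitted effect of over 65% in size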
Target sequence (P07550 whole entry, looked up): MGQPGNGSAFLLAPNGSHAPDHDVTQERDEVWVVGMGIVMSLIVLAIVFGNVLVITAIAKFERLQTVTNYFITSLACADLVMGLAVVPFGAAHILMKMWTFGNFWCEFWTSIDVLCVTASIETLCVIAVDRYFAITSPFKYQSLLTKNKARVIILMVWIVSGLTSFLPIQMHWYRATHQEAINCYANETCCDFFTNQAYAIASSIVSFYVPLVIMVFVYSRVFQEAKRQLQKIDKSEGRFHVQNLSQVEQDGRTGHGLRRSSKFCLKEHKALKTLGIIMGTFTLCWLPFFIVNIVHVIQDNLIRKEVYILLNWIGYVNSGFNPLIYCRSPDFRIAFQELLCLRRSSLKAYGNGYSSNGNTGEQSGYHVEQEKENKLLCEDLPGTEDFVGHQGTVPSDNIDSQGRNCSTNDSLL
* hit, by the source's call; u = inconclusive; x = no result given; [ ] = remark or other dose. Unless noted, calls come from the whole dose curve; as a rule, active = well fitted curve in the direction sought with a large enough effect; inconclusive = small, poorly fitted or top-dose-only effect, or another doubt; inactive = no such curve, though single readings can be large; an effect the other way counts as inactive or inconclusive.

Under each structure – TSHR antag	ELG1 DNA repair	BCR signal inh	TSG101-PTAP inh	Eya2 phos inh	uPA surface inh	TCR activator	Mito fusion yeast	USP2a inh	Tb PFK block	B2AR arrestin
> O=C(OCc1nc2ccccc2c(=O)[nH]1)c1cccs1
  -4.3	16.9%	-7.3%	-6.6%	8.7%[15.4 µM]	-1.0%	x	-1.4%	4.1%	6.1%	-1.1%
> Cc1ccc(C)c(NC(=O)C2CCCN(S(=O)(=O)c3ccc4[nH]c(=O)ccc4c3)C2)c1 (stereo unspecified)
  2.7	8.9%	-0.7%	1.3%	-4.1%	12.0%	0.7%	-0.4%	2.6%	1.8%	-0.5%
> O=C(CN1C(=O)C2C3C=CC(C3)C2C1=O)NCc1ccc2c(c1)OCO2 (stereo unspecified)
  4.1	4.4%	5.1%	0.4%	9.1%	0.9%	1.8%	-6.0%	-1.7%	-17.2%	-0.1%
> COc1ccc(NC(=O)Nc2ccccc2OC)cc1
  5.0	u	u	-2.9%	-0.2%	-23.6%	3.8%	-1.5%	0.9%	-2.1%	0.0%
> O=C(NC(Cc1ccccc1)C(=O)O)/C(=C/c1ccc(F)cc1)NC(=O)c1ccccc1 (stereo unspecified)
  15.8	u	-4.1%	-2.2%	-10.5%	23.0%	0.3%[46.1 µM]	-1.5%	0.6%	-1.5%	0.2%
> N#Cc1c(NC(=O)CSC2=NCCS2)sc2c1CCCC2
  -11.6	u	-0.6%	-0.3%	-7.3%	1.0%	-1.0%	10.6%	0.5%	0.3%	-3.5%
> CCCn1c(Nc2ccccc2)nc2ccccc21
  17.2	1.6%	2.2%	-6.7%	-2.1%	-0.5%	6.0%	-1.4%	-0.8%	-5.5%	-0.1%
> CCC(=O)Nc1ccc2c(c1)C(=O)c1ccccc1C2=O
  -14.9	u	1.4%	-4.4%	7.0%	x	-5.0%	1.0%	-0.1%	-6.0%[0.46 µM]	u
> Cc1cc(OCC(=O)N2CCN(c3ccccc3)CC2)c2c(C)c(C)c(=O)oc2c1
  -9.4	u	1.1%	-0.5%	-5.4%	4.0%	-3.2%	20.0%	-1.3%	-0.3%	-0.2%
> Cc1ccc2cc(C(c3nnnn3C3CCCC3)N(Cc3cccnc3)Cc3ccco3)c(=O)[nH]c2c1 (stereo unspecified)
  5.1	u	2.4%	-6.7%	6.6%	u	9.2%	-3.7%	-3.2%	2.2%	0.0%
> COc1ccc(-c2cc(C(F)(F)F)n3nc(C(=O)NCc4ccco4)cc3n2)cc1OC
  -9.5	u	u	-1.2%	-3.4%	-7.4%	0.1%	4.1%	-2.5%	1.7%	0.2%
> CCOC(=O)N1CCN(c2c(-c3ccc(C)cc3)c(=O)c2=O)CC1
  -4.7	2.3%	-22.3%	-1.3%	-12.3%	-0.6%	-0.9%[46.1 µM]	3.1%	-1.2%	0.1%	-0.6%
> COC(=O)CN1C(=S)N(c2ccc(Cl)cc2)C(=O)C1CC(=O)Nc1ccccc1 (stereo unspecified)
  6.2	-15.9%	2.9%	-0.6%	-12.0%	2.0%	-5.1%[46.1 µM]	-0.2%	2.5%	0.6%	-0.1%
> COCCNC(=O)c1onc(CSc2ccc(F)c(F)c2)c1C(=O)O
  1.3	-20.4%	u	-8.2%	1.5%	0.8%	-0.5%	2.6%	3.8%	8.9%	0.1%
> COc1ccc2cc(C(=O)N3CCN(c4cccc(C)c4C)CC3)[nH]c2c1
  -2.9	-4.0%	-17.6%	-1.5%	-12.3%	0.8%	-8.8%	5.7%	-3.6%	-0.7%	-0.9%
> O=C(/C=C/c1ccccc1)Oc1coc(CSc2ncccn2)cc1=O
  1.7	29.9%	u	1.7%	-4.7%	-1.3%	-0.1%	0.3%	-5.0%	-16.6%	5.7%
> CC(=O)N(CCC(c1ccco1)C(C)C)Cc1ccc(OC(C)C)cc1 (stereo unspecified)
  -8.9	-11.4%	u	1.6%	-6.8%	7.0%	2.5%	-10.4%	-6.3%	1.8%	0.2%
> Fc1ccc(-c2cc(C(F)(F)F)nc(-n3cncn3)n2)cc1
  3.2	-4.1%	-1.3%	-3.2%	-7.1%	x	1.5%	-3.2%	1.0%	4.2%	-0.4%
> COc1cc(S(=O)(=O)Nc2cccc(C(=O)O)c2)c(OC)cc1Cl
  16.4	5.0%	8.9%	-4.9%	25.2%	x	4.1%	-2.8%	-1.0%	1.0%	-0.2%
> COC(=O)C(C)Oc1ccc2c(-c3cccc([N+](=O)[O-])c3)cc(=O)oc2c1 (stereo unspecified)
  1.2	-2.9%	-1.0%	-2.1%	-7.6%	x	x	3.2%	-1.3%	-1.4%	-0.5%
> COc1cccc(-c2cc(C(=O)NCC3CCCO3)c3cc(C)cc(C)c3n2)c1 (stereo unspecified)
  -7.1	11.7%	2.6%	-0.2%	-10.9%	-25.5%	0.2%	6.4%	-0.5%	5.8%	-0.4%
> O=C1[C@@H]2CSCN2C(=O)CN1CCc1cccc(F)c1
  -9.8	4.7%	u	1.9%	15.4%	3.3%	6.8%	3.3%	0.3%	0.5%	0.1%
> CC(C)C(NC(=O)CSc1ccc(Cl)cc1)C(C)C
  -17.8	u	22.7%	-6.8%	-1.2%	-1.5%	0.3%	4.9%	-1.4%	-5.3%	0.1%
> Cc1csc(=Nc2cccnc2)n1Cc1ccco1
  -8.9	-1.6%	-17.3%	-0.5%	-4.1%	1.4%	4.1%	0.4%	1.0%	-2.2%	0.1%
> CCCN1C(=O)c2ccc(C(=O)Nc3cc(C)ccc3O)cc2C1=O
  u	u	-0.2%	-0.1%	-7.1%	-6.0%	4.5%	-15.0%	-1.1%	1.9%	0.0%
> Cc1ccccc1Cn1ccc(=NCc2ccccc2)cc1
  2.8	u	u	-0.7%	1.6%	7.4%	-1.1%[46.1 µM]	-3.5%	4.5%	-0.8%	-0.8%
> O=[N+]([O-])c1ccccc1NC(=S)N/N=C/c1ccc(O)c(O)c1
  -3.4	u	u	-3.4%	11.5%	-9.8%	5.6%	2.3%	1.5%	-12.0%	-0.1%
> C/C(=N\Nc1ncc(Cl)cc1Cl)c1ccccn1
  -4.0	u	u	-4.9%	-7.1%	-2.8%	0.2%	-7.3%	-3.5%	-0.8%	3.6%
> CN(C)S(=O)(=O)N1CCCN(S(=O)(=O)N(C)C)CC1
  3.6	-5.7%	2.3%	-3.2%	0.8%	4.9%	0.7%	-1.6%	-0.1%	-0.9%	-0.5%
> CCN1CCCC1CN(Cc1cc2cc(C)cc(C)c2[nH]c1=O)C(=O)Nc1ccccc1OC (stereo unspecified)
  5.7	u	-3.0%	-2.2%	-7.4%	-0.5%	3.5%	8.1%	-4.8%	0.8%	0.6%
> CCC(=O)N1CCN=C1SCc1ccc(F)cc1
  1.1	1.1%	2.4%	-0.2%	7.4%	-20.7%	-4.0%	1.4%	0.6%	-1.9%	-0.1%
> CCOC(=O)c1c(CCl)nc2ccccc2c1C
  -1.6	0.7%	u	-0.7%	-3.4%	-5.7%	10.2%	2.5%	1.1%	-13.0%	-0.1%
> COc1ccc(C(=O)NCCCn2ccnc2)cc1[N+](=O)[O-]
  13.5	-13.8%	4.7%	-2.6%	-10.6%	4.4%	0.8%	-0.4%	4.5%	0.3%	-0.3%
> CN(C(=O)COC(=O)Cn1c(C(F)(F)F)nc2ccccc21)c1c(N)n(Cc2ccccc2)c(=O)[nH]c1=O
  4.1	u	6.1%	2.6%	6.3%	-4.3%	4.5%	-0.4%	1.4%	-7.5%	-0.2%
> Cc1ccc(NC(=O)CN(C)C(=O)C(C)N2CCN(Cc3ccccc3C)CC2)cc1 (stereo unspecified)
  29.7	-1.2%	-0.5%	-3.5%	0.8%	6.3%	3.1%	-5.7%	3.4%	7.2%	-0.7%

Compound activity as filed in PubChem.
